# Screening data as filed in PubChem.
# hERG rescue: hERG rescue from dofetilide block, primary screen, cell-based, CHO-hERG, FluxOR thallium flux, dofetilide IC70; dofetilide IC70 present; activation (rescue from dofetilide block), less the hit threshold, % at 10 µM; 310,000 compounds, 0.51% hits; AID 1511, 2009;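 active = activation above the mean of controls blocked by dofetilide plus 5 SD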;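 also: thallium influx through hERG after potassium depolarization seen as dye fluorescence rise; in these data hits start at about 4.7%; inactives centre near -7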
# KCNQ1 act: potentiators or activators of KCNQ1 channel, primary screen, cell-based, thallium flux, high-throughput; AID 2648, 2010; Potassium voltage-gated channel subfamily KQT member 1 (Homo sapiens), P51787; 310,000 compounds, 0.35% hits; CHO-K1 KCNQ1, thallium flux FluxOR fluorescence; stronger effect = higher value; B-score at 10 µM;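 active = fluorescence ratio B-score, a plate-corrected score, at least three library SD, with initial intensity B-score within 5 SD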
#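 System: Stable KCNQ1 CHO-K1 line | Incubation: 90 min dye loading and 20 min compound exposure, both at room temperature | Measure: Ratio B score | Medium: Assay buffer for compound exposure, DMSO matched across wells | Compound dosing: Single-concentration screen | Probe or stimulus: K+/Tl+ depolarizing stimulus | Measured by: Kinetic FluxOR fluorescence, 10 s baseline plus 110 s post-stimulus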
# MrgX1 PAM: positive allosteric modulators of MrgX1, primary screen, HEK293 cells, Fluo-4 calcium flux; FDSS; stronger effect = higher value; B-score at 10 µM; 310,000 compounds, 0.63% hits; Mas-related G-protein coupled receptor member X1 (Homo sapiens), Q96LB2;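 active = plate-corrected calcium response at least 3 library SD above typical, normal starting fluorescence, not activating the receptor alone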;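 also: compound read alongside a low EC10 to EC30 dose of BAM8-22 agonist; peak minus trough fluorescence over baseline measured at the second addition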
# Target sequence (Q96LB2 whole entry, looked up): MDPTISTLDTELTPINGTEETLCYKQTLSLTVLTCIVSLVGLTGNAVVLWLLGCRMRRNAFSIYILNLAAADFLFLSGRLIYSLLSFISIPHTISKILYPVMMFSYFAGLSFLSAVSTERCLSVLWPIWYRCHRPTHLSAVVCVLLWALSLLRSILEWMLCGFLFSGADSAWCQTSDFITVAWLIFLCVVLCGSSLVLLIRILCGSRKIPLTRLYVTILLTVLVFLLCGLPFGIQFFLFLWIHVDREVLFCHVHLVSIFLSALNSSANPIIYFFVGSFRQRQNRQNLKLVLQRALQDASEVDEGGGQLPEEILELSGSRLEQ
# KCNK9 block: KCNK9 potassium channel inhibitors, primary screen, HEK293 cells, thallium flux; Potassium channel subfamily K member 9 (Homo sapiens), Q9NPC2; FluxOR thallium flux fluorescence; stronger effect = lower value; B-score at 10 µM; 310,000 compounds, 1.2% hits; AID 488922, 2010;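 active = ratio B-score over 3 SD below the library mean, with starting fluorescence within 5 SD of its mean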;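 also: negative B-score means less thallium flux so channel inhibition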
# ANO1 block: TMEM16A chloride channel inhibitors, primary screen, cell-based, HTS; Anoctamin-1 (Mus musculus), Q8BHY3; HEK293 TMEM16A/YFP iodide influx fluorescence, ionomycin; normalized B-score (activity score, 25-100; higher = stronger inhibition) at 10 µM; 310,000 compounds, 1.2% hits;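 active = ratio plate-corrected score three or more library SD toward inhibition, starting fluorescence score within five deviations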;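 also: score derived from kinetic fluorescence span divided by baseline fluorescence per well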
# KCNK3 inh: human KCNK3 channel inhibitors, primary screen, CHO cells, FluxOR thallium flux, B-score; B-score at 10 µM; Potassium channel subfamily K member 3 (Homo sapiens), O14649; 340,000 compounds, 0.84% hits; FluxOR fluorescence; stronger effect = lower value;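 active = B-score under library mean minus 4 SD, starting fluorescence ratio at most library mean plus 5 SD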;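 also: more negative B-score means stronger inhibition of thallium flux through KCNK3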
# Target sequence (O14649 whole entry, looked up): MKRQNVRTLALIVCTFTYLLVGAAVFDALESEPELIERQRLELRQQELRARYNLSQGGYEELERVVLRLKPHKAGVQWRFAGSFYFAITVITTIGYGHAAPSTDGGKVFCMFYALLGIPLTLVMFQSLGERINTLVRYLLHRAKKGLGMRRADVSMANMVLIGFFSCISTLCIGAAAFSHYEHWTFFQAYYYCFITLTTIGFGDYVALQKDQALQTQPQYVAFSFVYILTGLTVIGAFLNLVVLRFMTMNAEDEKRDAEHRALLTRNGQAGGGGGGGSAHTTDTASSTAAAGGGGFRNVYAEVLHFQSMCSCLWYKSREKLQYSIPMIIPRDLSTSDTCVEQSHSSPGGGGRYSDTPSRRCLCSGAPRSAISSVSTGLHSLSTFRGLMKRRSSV
# RGS4 pot: RGS4 potentiators or activators, primary screen, cell-based, HEK293 M3R inducible RGS4, calcium flux. B-score at 10 µM. carbachol calcium flux Fluo4; stronger effect = lower value. 310,000 compounds, 0.92% hits;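 active = B-score of the integrated calcium signal more than 4 SD below the library mean, with starting fluorescence not abnormally high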;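 also: negative B-score means reduced calcium response which marks RGS4 activation or potentiation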
#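 test system = HEK293 cells with stable M3R and inducible RGS4 | schedule = recording 10 s baseline at 1 Hz, 100 s post-agonist | technique = Fluo4-AM (2 µM) calcium-flux fluorescence, kinetic read | measure = Agonist-evoked peak-minus-minimum fluorescence over baseline, integrated ratio, B score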
# RGS4 block: RGS4 inhibitors, primary screen, cell-based, HEK293 M3R inducible RGS4, calcium flux; AID 463165, 2010; 310,000 compounds, 0.45% hits; B-score at 10 µM; Regulator of G-protein signaling 4 (Homo sapiens), P49798; Fluo-4 calcium flux; stronger effect = higher value; triggered by carbachol at its EC20;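 active = B-score, a plate-corrected calcium signal, over three deviations above library mean, with baseline fluorescence within five deviations of library mean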;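 also: RGS4 expression induced by doxycycline in cells with stable M3 receptor; B-score is computed from the integrated fluorescence ratio over baseline after carbachol; higher B-score means a larger calcium signal and so more RGS4 inhibition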
# Target sequence (P49798 whole entry, looked up): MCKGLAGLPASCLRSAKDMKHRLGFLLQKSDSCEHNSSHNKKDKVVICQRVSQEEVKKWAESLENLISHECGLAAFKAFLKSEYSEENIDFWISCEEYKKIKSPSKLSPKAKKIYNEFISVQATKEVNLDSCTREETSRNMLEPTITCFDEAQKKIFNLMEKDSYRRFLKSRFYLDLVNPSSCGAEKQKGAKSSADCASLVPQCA
# MrgX1 ag: agonists of human MrgX1 receptor, primary screen, HEK293 cells, Fluo-4 calcium flux. 310,000 compounds, 0.44% hits. Mas-related G-protein coupled receptor member X1 (Homo sapiens), Q96LB2. Fluo-4 calcium fluorescence, agonist mode; stronger effect = higher value. B-score at 10 µM. AID 588627, 2011;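 active = calcium response B-score plate-corrected fluorescence ratio at least 3 library SD, with starting fluorescence B-score inside 5 SD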
#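 times = overnight plating, then 30 min 37 °C plus 30 min room-temperature dye loading | assay system = stable human MrgX1 HEK293 cell line | input = fifteen thousand cells per well | signal = kinetic calcium dye fluorescence, Fluo-4 NW | dosing = compound delivered in addition one of three | read-out = B-scored fluorescence response ratio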
# ANO1 activ: TMEM16A chloride channel activators or potentiators, primary screen, cell-based, HTS; B-score at 10 µM; Anoctamin-1 (Mus musculus), Q8BHY3; 340,000 compounds, 0.3% hits; AID 623877, 2012; HEK293 TMEM16A/YFP-H148Q/I152L, iodide quench fluorescence; stronger effect = lower value;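 active = fluorescence-ratio B-score plate-corrected deviation score at least 3 library SD below zero, with starting fluorescence score within 5 deviations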;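 also: channel opened by trigger with iodide after compound preincubation; score built on the fluorescence ratio of max minus min over baseline; more negative score means more quench and so TMEM16A activation or potentiation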
# KCNQ1 inh: inhibitors of human KCNQ1 channel, primary screen, cell-based, thallium flux, high-throughput; B-score at 10 µM; CHO-K1 KCNQ1, FluxOR thallium flux fluorescence; stronger effect = higher value; 310,000 compounds, 1.3% hits;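 active = compounds whose thallium flux B-score, printed positive for inhibition, exceeds three library SD while starting fluorescence stays within three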;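 also: channel opened by potassium depolarization with thallium stimulus after 20 min compound exposure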
# Active calls of the source: *; i = inactive; . = not tested or not shown.
SMILES,hERG rescue,KCNQ1 act,MrgX1 PAM,KCNK9 block,ANO1 block,KCNK3 inh,RGS4 pot,RGS4 block,MrgX1 ag,ANO1 activ,KCNQ1 inh
O=C(O)CCSc1ccccn1,0,i,i,i,i,i,i,i,i,i,i
Cc1ccc(C(=O)OCC(=O)Nc2ccc3[nH]c(=O)[nH]c3c2)cc1[N+](=O)[O-],-12,i,i,i,i,i,i,i,i,i,i
COc1ccc(CNC(=O)CCN2C(=O)c3ccccc3C2=O)cc1OC,-1,i,i,i,i,i,i,i,i,i,i
NC(=S)Nc1ccccc1Br,-2,i,i,i,i,i,i,i,i,i,i
O=C(NCc1ccco1)c1ccc(Cn2c(=O)c3sccc3n(Cc3ccc(F)cc3)c2=O)cc1,-2,i,i,i,i,i,i,i,i,i,i
CCc1n[nH]c(=S)n1/N=C/c1cccc2ccccc12,-8,i,i,i,i,i,i,i,i,i,i
CCC(Sc1nncn1C)C(=O)Nc1ccccc1OC (centres undefined),-13,i,i,i,i,i,i,i,i,i,i
O=C(CCCn1nnc2ccccc2c1=O)N[C@@H](Cc1ccccc1)C(=O)O,-10,i,i,i,i,i,i,i,i,i,i
O=C(Nc1cccc(NC(=O)c2ccco2)c1)c1ccc2c(c1)OCO2,-10,i,i,i,i,i,i,i,i,i,i
COCCN(C(=O)CSc1nnc(-c2ccccc2OC)o1)c1c(N)n(CC(C)C)c(=O)[nH]c1=O,-13,i,i,i,i,i,i,i,i,i,i
COc1ccc(CC2(CO)CCN(S(=O)(=O)c3c(C)nn(C)c3Cl)CC2)cc1,-5,i,i,i,i,i,i,i,i,i,i
CCC1CCCCN1C(=O)Cn1c(C(=O)OC)cc2sc(Cl)cc21 (centres undefined),-2,i,i,i,i,i,i,i,i,i,i
Cc1cccc(Oc2ccc(N)cc2)c1,-14,i,i,i,i,i,i,i,i,i,i
O=C(Nc1ccccc1Cl)c1cc(S(=O)(=O)N2CCOCC2)cs1,-4,i,i,i,i,i,i,i,i,i,i
Cc1c(NC(=O)c2cc(-c3cccs3)nc3ccccc23)c(=O)n(-c2ccccc2)n1C,-25,i,i,i,i,i,i,i,i,i,i
Cn1c(NCC2CCCO2)nc2c1c(=O)n(Cc1ccccc1)c(=O)n2C (centres undefined),-3,i,i,i,i,i,i,i,i,i,i
O=C(CN1CCN(c2cccc(Cl)c2)CC1)Nc1ccc(S(=O)(=O)N2CCOCC2)cc1,-5,i,i,i,i,i,i,i,i,i,i
CCc1nc2sc(C#N)c(N)c2c2c1CCCC2,-4,i,i,i,i,i,i,i,i,i,i
CC1CCN(CC(O)COC2CC(C)CC(C)(C)C2)CC1 (centres undefined),-12,i,i,i,i,i,i,i,i,i,i
Cc1oc(-c2ccccc2Cl)nc1CN1CCCCC1CO (centres undefined),-6,i,i,i,i,i,i,i,i,i,i
Cc1c(NC(=O)CSc2nnc(C(C)Oc3ccc(Cl)cc3)n2-c2ccccc2)c(=O)n(-c2ccccc2)n1C (centres undefined),-10,i,i,i,i,i,i,i,i,i,i
NC(=O)c1cnn2c(C(F)(F)F)cc(-c3ccc(F)cc3)nc12,-12,i,i,i,i,i,i,i,i,i,i
Cc1c(C)n(C)c2ccc(C(=O)NCCCN3CCCC3)cc12,-12,i,i,i,i,i,i,i,i,i,i
Cc1ccc(C(=O)CSc2nnc(-c3c[nH]c4ccccc34)o2)cc1,-7,i,i,i,i,i,i,i,i,i,i
CCn1c(COc2ccc(C)cc2)nnc1SCc1ccc(C#N)cc1,-13,i,i,i,i,i,i,i,i,i,i

# Additional compounds
SMILES,hERG rescue,KCNQ1 act,MrgX1 PAM,KCNK9 block,ANO1 block,KCNK3 inh,RGS4 pot,RGS4 block,MrgX1 ag,ANO1 activ,KCNQ1 inh
Cn1cc(Br)c(C(=O)NC2CCCCCC2)n1,-8,i,i,i,i,i,i,i,i,i,i
O=C(Oc1ccccc1C(=O)Nc1ccccc1)c1ccc(Br)c([N+](=O)[O-])c1,-17,i,i,i,i,i,i,i,i,i,i
CCOC(=O)C1Nc2c(F)cc(C)cc2C2c3ccccc3CC12 (centres undefined),-8,i,i,i,i,i,i,i,i,i,i
Cn1c(C(=O)N2CCCC(C(=O)O)C2)cc2sccc21 (centres undefined),-3,i,i,i,i,i,i,i,i,i,i
Cc1cc(NC(=O)COc2ccc(Cl)cc2Cl)n(CCC#N)n1,-1,i,i,i,i,i,i,i,i,i,i
CC1(C)Nc2ccccc2C(=O)N1NC(=O)c1ccccc1,-12,i,i,i,i,i,i,i,i,i,i
CCOCC(=O)OCC(=O)NC12CC3CC(CC(C3)C1)C2,-8,i,i,i,i,i,i,i,i,i,i
COc1ccc(OC)c(-c2cnc(OC(C)(C)C)nc2OC(C)(C)C)c1,-12,i,i,i,i,i,i,i,i,i,i
COc1ccc(CN(C)S(=O)(=O)c2nnc(NC(=O)c3cccc(OC)c3)s2)cc1,-8,i,i,i,i,i,i,i,i,i,i
Cc1ccc(C(C)C)cc1OCC(=O)N/N=C/c1ccc2c(c1)OCCO2,-6,i,i,i,100*,i,i,i,i,i,i
O=C(CSc1nnc(-c2ccco2)o1)N1CCCCC1,-4,i,i,i,i,i,i,i,i,i,i
COc1ccccc1Nc1ncnc2ccc(C)cc12,-3,i,i,i,i,i,i,i,i,i,i
Cc1cc(NCc2ccco2)n2c(nc3ccccc32)c1C#N,-13,i,i,i,i,i,i,i,i,i,i
O=c1c2ccccc2nc(/C=C/c2c[nH]c3ccccc23)n1CCO,-20,i,i,i,i,i,-7.4*,i,i,i,i
COc1ccc(C(C(=O)NCCC(C)C)N(CCCO)C(=O)c2snc(C(N)=O)c2N)cc1OC (centres undefined),-4,i,i,i,i,i,i,i,i,i,i
CC(=O)c1sc(NC(=O)COc2c(C)cc(Cl)cc2C)nc1C,-6,i,i,i,i,.,i,i,i,.,i
COc1ccc(-c2csc(NC(=O)CN3C(=O)CCC3=O)n2)cc1OC,-8,i,i,i,i,i,i,i,i,i,i
O=C(Cc1ccc(Br)cc1)N1CCN(c2ccccn2)CC1,-7,i,i,i,i,i,i,i,i,i,i
COC(=O)C1CSC(C)(C)C(=O)N1 (centres undefined),-4,i,i,i,i,i,i,i,i,i,i
COc1cc(S(=O)(=O)N2CCCC3(CCCCC3)C2)ccc1-n1cnnn1,0,i,i,i,i,i,i,i,i,i,i
COc1ccc(C(=O)CC(=O)C(=O)Nc2cc(OC)ccc2OC)cc1,-3,i,i,i,i,i,i,i,i,i,i
COc1cc(C(c2c(C(=O)O)[nH]c3ccccc23)c2c(C(=O)O)[nH]c3ccccc23)ccc1OCc1ccccc1,1,i,i,i,i,i,i,i,i,i,i
O=C(Nc1ccccc1N1CCOCC1)c1cc2ccccc2o1,-4,i,i,i,i,i,i,i,i,i,i
C=CCOc1c2ccc(C(=O)NCc3ccc(OC)cc3)cc2nn1C,-4,i,i,i,i,i,i,i,i,i,i
Cc1nc(S(=O)(=O)N2CCN(C3c4ccccc4-c4ccccc43)CC2)cn1C,-7,i,i,i,i,i,i,i,i,i,i

# Later entries:
SMILES,hERG rescue,KCNQ1 act,MrgX1 PAM,KCNK9 block,ANO1 block,KCNK3 inh,RGS4 pot,RGS4 block,MrgX1 ag,ANO1 activ,KCNQ1 inh
O=C(Nc1cccnc1)c1ccc(NS(=O)(=O)c2cccc([N+](=O)[O-])c2)cc1,-7,i,14*,i,i,i,i,i,i,i,i
CCOC(=O)c1ccc(S(=O)(=O)N2CCN(CC(=O)NC(=O)NC(C)(C)C)CC2)cc1,-19,i,i,i,i,i,i,i,i,i,i
CC(=O)NCCc1ccc(S(=O)(=O)Nc2ccc(C)c(S(=O)(=O)N3CCOCC3)c2)cc1,-11,i,i,i,i,i,i,i,i,i,i
COc1ccc(-c2nc(-c3ccc(NC(=O)c4ccncc4)cc3)no2)cc1OC,-10,i,i,i,i,i,i,i,i,i,12*
CN(C)CCOC(=O)C1(c2ccccc2)CCCC1,1,i,i,i,i,i,-8.5*,i,i,i,i
O=C(NNC(=O)c1ccco1)c1ccc(NS(=O)(=O)c2cccs2)cc1,-5,i,i,i,i,i,i,i,i,i,i
CCCOc1ccc(/C=N/NC(=O)CN2CCCCC2)cc1OCC,-6,i,i,i,i,i,i,i,i,i,i
Cc1nc(Nc2ccccc2)sc1C(=O)Nc1ccccc1,-5,i,i,i,i,i,i,i,i,i,i
CCOc1cc(N2CCOCC2)c(OCC)cc1NC(=O)CN1C(=O)NC2(CCc3ccccc32)C1=O (centres undefined),-10,i,i,i,i,i,i,i,i,i,i
CN(C(=O)CN1CCN(c2ccc([N+](=O)[O-])cn2)CC1)c1ccccc1,-2,i,i,i,i,i,i,i,i,i,i
NNC(=O)C(=O)/C=C1\NC2(CCCC2)Cc2ccccc21,-8,i,i,i,i,i,i,i,i,i,i
O=C(NC1CC1)c1scc2c1OCCO2,-6,i,i,i,i,i,i,i,i,i,i
CCOc1ccccc1CN1CCNC(=O)C1CC(=O)NCCCn1cccn1 (centres undefined),-5,i,i,i,i,i,i,i,i,i,i
O=c1[nH]c2ccccc2nc1-c1ccc(Cl)cc1,-9,i,i,i,i,i,i,i,i,i,i
CCc1nnc(NC(=O)/C=C/c2cccs2)s1,-6,i,i,i,i,i,i,i,i,i,i

# The order is random; 6.3% or so of the library scored in one or more.
